# Screening data as filed in PubChem.
# VLA-4 antagonist: inhibition of LDV-FITC ligand binding to human VLA-4 integrin. 0.2% of 24,000 active. P13612. Jurkat cells, LDV-FITC binding with Mn2+, flow cytometry; 100% = Mn2+-driven binding gain fully reversed. inhibition, % at 10 µM (by protocol);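 active = inhibition above 50%; inconclusive = compound itself fluorescent, judged against control cell fluorescence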;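 also: 0% = Mn2+ stimulated cells lacking compound and 100% = ligand binding without Mn2+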
# Target sequence (P13612 whole entry, looked up): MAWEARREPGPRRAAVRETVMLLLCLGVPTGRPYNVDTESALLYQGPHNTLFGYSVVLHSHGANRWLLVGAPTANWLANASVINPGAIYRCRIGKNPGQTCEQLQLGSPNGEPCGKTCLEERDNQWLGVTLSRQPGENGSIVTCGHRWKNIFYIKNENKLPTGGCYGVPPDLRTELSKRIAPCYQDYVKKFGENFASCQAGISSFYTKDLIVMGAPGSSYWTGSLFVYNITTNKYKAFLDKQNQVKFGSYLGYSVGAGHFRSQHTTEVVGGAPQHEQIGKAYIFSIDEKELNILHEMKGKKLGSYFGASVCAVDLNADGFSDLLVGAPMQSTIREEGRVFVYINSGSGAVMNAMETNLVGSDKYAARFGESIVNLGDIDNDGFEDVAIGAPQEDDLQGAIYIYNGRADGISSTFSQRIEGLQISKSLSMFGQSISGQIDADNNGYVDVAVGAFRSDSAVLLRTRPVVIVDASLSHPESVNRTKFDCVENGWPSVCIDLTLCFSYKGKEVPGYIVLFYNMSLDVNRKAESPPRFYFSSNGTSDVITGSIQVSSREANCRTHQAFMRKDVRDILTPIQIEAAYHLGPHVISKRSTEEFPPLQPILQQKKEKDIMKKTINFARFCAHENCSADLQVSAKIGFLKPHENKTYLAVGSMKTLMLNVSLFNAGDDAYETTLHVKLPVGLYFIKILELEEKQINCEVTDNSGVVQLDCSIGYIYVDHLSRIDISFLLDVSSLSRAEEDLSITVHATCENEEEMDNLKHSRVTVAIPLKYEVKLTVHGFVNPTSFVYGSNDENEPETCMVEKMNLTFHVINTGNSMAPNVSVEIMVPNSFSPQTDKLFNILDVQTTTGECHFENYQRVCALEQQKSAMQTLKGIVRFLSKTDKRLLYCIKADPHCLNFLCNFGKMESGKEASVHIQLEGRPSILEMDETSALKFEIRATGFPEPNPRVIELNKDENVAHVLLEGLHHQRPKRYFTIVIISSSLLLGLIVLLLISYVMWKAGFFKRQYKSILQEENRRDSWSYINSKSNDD
# VLA-4 allo ag: allosterically activates the human VLA-4 integrin. Jurkat cells, LDV-FITC binding, flow cytometry. P13612. activation, % at 10 µM (by protocol). 24,000 tested, under 10 active;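 active = fluorescent ligand binding to cells raised by more than 40% of the manganese-induced maximum; inconclusive = compound's own fluorescence above 85% of the ligand control signal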;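 also: 0% = ligand binding without compound and 100% = manganese-stimulated maximal binding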
# LNCaP diff act: LNCaP prostate cell differentiation activation; side scatter shift, % at 10 µM; 0.56% of 24,000 active; AID 795; flow cytometry side scatter, 4 d;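 active = side scatter shift above 30%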;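 also: androgen-responsive LNCaP prostate cancer cells in charcoal-stripped serum medium; percent of cells past a gate set so DMSO wells show 10% shift; higher shift means more granular cells and more differentiation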
# Autofluor Jurkat: counter-screen for VLA-4 integrin: compound autofluorescence in Jurkat cells. 0.61% of 24,000 active. fluorescence ratio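 (tested at 10 µM compound in the well)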. AID 576. flow cytometry; stronger effect = higher value; 1 = vehicle-only cell background;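 active = fluorescence ratio above 2.44, which is 1 plus 3 SD of all ratios; inconclusive = signal too bright to measure linearly, ratio around 10 or more; inactive = fluorescence ratio below 2.44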;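 also: green fluorescence of cells measured with 488 nm excitation and 530 nm emission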
# Active calls of the source: *; ? = inconclusive. This is a subset; count on the stated rates, not on these rows.
SMILES,VLA-4 antagonist,VLA-4 allo ag,LNCaP diff act,Autofluor Jurkat
O=C(CSc1nnc(C2COc3ccccc3O2)o1)N1CCOCC1 (centres undefined),-14,3,10,1
Cn1c(=O)n(CCc2ccccc2)c(=O)c2c1nc1n2CCN1Cc1ccco1,3,-5,3,1.2
CC(=O)N(c1ccc2oc(=O)sc2c1)S(=O)(=O)c1ccccc1,-4,4,9,1
COCC(C)NC(=O)c1noc2c1CCc1cc(OC)ccc1-2 (centres undefined),8,2,0,0.99
COc1ccc(-n2c(=O)cc(N3CCN(c4ccccc4F)CC3)[nH]c2=O)cc1,6,1,7,1.1
CCN(CC)S(=O)(=O)N1CCC(C(=O)NC2CCCc3ccccc32)CC1 (centres undefined),-20,1,7,0.97
CCCCOC(=O)C1=C(C)Nc2ncnn2C1c1cccc(OC)c1OC (centres undefined),-1,0,9,1
COc1ccc2cc([C@H](C)C(=O)O)ccc2c1,-10,-2,2,1.1
O=C1Nc2cccnc2Sc2ccccc21,-2,-11,14,1.1
COc1ccc(-c2noc(CCC(=O)Nc3cc(Cl)c(OC)cc3OC)n2)cc1,32,-6,3,1.1
O=C1C2CCCN2C(c2ccccc2)N1c1ccc(Cl)cc1 (centres undefined),8,-1,9,1
COc1ccc(Cl)cc1S(=O)(=O)N1CCN(C)CC1,6,2,13,1
O=C(NCc1ccccn1)c1cc2ccccn2n1,-3,4,7,0.97
Cc1nc2nc[nH]n2c(=O)c1NC(=O)c1c(-c2ccccc2Cl)noc1C,-16,6,3,0.97
COc1ccc(S(=O)(=O)N2CCCN(CC(=O)Nc3cc(NC(C)=O)ccc3OC)CC2)cc1,?,?,8,1
CC(C)(C)n1ncc2c(=O)n(CC(=O)OCc3ccccc3)cnc21,20,-3,18,1
COc1ccc(OC)c(C2CC(=O)N3CN(c4ccc(C)c(Cl)c4)CSC3=C2C#N)c1 (centres undefined),-6,5,5,1
O=C(c1cnc2n(c1=O)CCS2)N1CCN(c2ccc(Cl)c(Cl)c2)CC1,-4,-2,8,0.97
CCCCCn1c(CN2CCN(Cc3ccccc3)CC2)nc2c1c(=O)[nH]c(=O)n2C,-2,-8,6,1.2
COC(=O)c1cn(C)c2ccc(S(=O)(=O)N3CC(C)CC(C)C3)cc2c1=O (centres undefined),-12,11,12,0.97

# Filtered by structure, the entries above with a halogen
SMILES,VLA-4 antagonist,VLA-4 allo ag,LNCaP diff act,Autofluor Jurkat
COc1ccc(-n2c(=O)cc(N3CCN(c4ccccc4F)CC3)[nH]c2=O)cc1,6,1,7,1.1
COc1ccc(-c2noc(CCC(=O)Nc3cc(Cl)c(OC)cc3OC)n2)cc1,32,-6,3,1.1
O=C1C2CCCN2C(c2ccccc2)N1c1ccc(Cl)cc1 (centres undefined),8,-1,9,1
COc1ccc(Cl)cc1S(=O)(=O)N1CCN(C)CC1,6,2,13,1
Cc1nc2nc[nH]n2c(=O)c1NC(=O)c1c(-c2ccccc2Cl)noc1C,-16,6,3,0.97
COc1ccc(OC)c(C2CC(=O)N3CN(c4ccc(C)c(Cl)c4)CSC3=C2C#N)c1 (centres undefined),-6,5,5,1
O=C(c1cnc2n(c1=O)CCS2)N1CCN(c2ccc(Cl)c(Cl)c2)CC1,-4,-2,8,0.97

# The list goes on:
SMILES,VLA-4 antagonist,VLA-4 allo ag,LNCaP diff act,Autofluor Jurkat
CCOC(=O)N1CCN(S(=O)(=O)c2ccc(C(=O)Nc3ccc(F)cc3F)cc2)CC1,-21,5,10,0.9
C=CCc1ccccc1OCC(O)CN1CCN(Cc2ccc3c(c2)OCO3)CC1 (centres undefined),-20,4,14,0.96
O=C(Cn1nc(Cc2cccnc2)c2ccccc2c1=O)Nc1ccc2c(c1)OCO2,0,-2,7,1
O=C(NCCc1ccc(Cl)cc1)C1CCN(C(=O)c2sccc2-n2cccc2)CC1,-3,-1,12,1
Cn1c(=O)oc2cc(S(=O)(=O)N3CCCC(C(=O)NCC4COc5ccccc5O4)C3)ccc21 (centres undefined),-14,3,5,1.1
O=C(CN1C(=O)COc2ccccc21)NCCN1CCc2ccccc2C1,-18,6,11,1.1
CCCN(CCC)CCCNS(=O)(=O)c1cc(Br)cc2c1N(C(C)=O)CC2,15,14,12,0.84
O=S(=O)(Cc1ccccc1)N1CCn2c(nc3ccccc32)C1,-11,2,3,1
COc1cc(C2N3CC4(C)CN2CC(C)(C3)C4)ccc1O (centres undefined),-16,2,8,1
CCOC(=O)c1nnn(CC(=O)Nc2cc(Cl)ccc2C)c1C(=O)OCC,4,0,4,0.98
CCOC(=O)C(C)n1cnc2c(nnn2Cc2ccc(Cl)cc2)c1=O (centres undefined),15,-1,8,1.1
COc1ccc(CCNS(=O)(=O)c2ccc3c(c2)OCCO3)cc1,-20,1,18,1
CCOc1ccc(C2CC(c3cccc(C)c3)n3nc(N)nc3N2)cc1 (centres undefined),-7,0,8,1
Cc1cc(C)n(C(=O)C23CC4CC(CC(C4)C2)C3)n1,-1,5,5,1.1
CCN(CC)CCCNC(=O)c1cn(CCOC)c(=O)c2c1c1ccccc1n2C,-5,-3,16,1.1
COc1ccc(OC)c(C2CC(=O)N3CN(c4ccccc4)CSC3=C2C#N)c1 (centres undefined),-11,3,5,1
CC(=O)OC1CC2(C)C(=O)CCC2C2CCc3cc(O)ccc3C12 (centres undefined),21,2,3,1
CCNc1ccc(C(=O)OCC)cc1NC(=O)c1cc(S(=O)(=O)N2CCOCC2)ccc1C,-2,-4,2,1.1
CCN(C(=O)c1cn(CC)c(=O)c2cc(OC)c(OC)cc12)c1ccccc1C,-5,1,6,1
CCN(CCCNC(=O)CN(C)S(=O)(=O)c1cccc2nsnc12)c1cccc(C)c1,13,-2,10,1.1
O=C(Nc1nccs1)c1cccc(NC(=O)C2CC2)c1,-1,-2,5,1.1
Cc1ccc(NC(=O)Cn2cccc2)cc1C,-40,-1,8,1
CC(C)(C)n1ncc2c(=O)n(CC(=O)NCc3ccccc3)cnc21,0,-3,13,1
O=C(Nc1ccc2c(c1)OCO2)c1ccc(CN2CCOCC2)cc1,-2,-2,7,1.1
O=C(NCCc1ccccc1)C1CCN(c2nc3ccccc3o2)CC1,-1,-1,7,1.1
CCC(Sc1nc(C)cc(=O)[nH]1)C(=O)Nc1ccc(Cl)cn1 (centres undefined),-17,-5,4,1
O=C(COc1ccccc1)Nc1nc2ccccc2[nH]1,-20,-16,7,1.2
COC(=O)C(C)NS(=O)(=O)c1ccc(NC(C)=O)cc1 (centres undefined),?,?,11,1.1
CC(=O)c1cccc(NC(=O)c2ccc(NS(=O)(=O)c3c(C)noc3C)cc2)c1,4,-5,3,1
Nc1ccc(CN2CCN(c3ccc4ccccc4n3)CC2)cc1,3,4,8,1.1
CCCCn1c(SCc2ccc(Cl)cc2)nc2c1c(=O)[nH]c(=O)n2C,-2,8,2,1
COc1cccc(Oc2cnc(N)nc2-c2ccc(OC)cc2O)c1,-24,16,29,0.92
COCCNS(=O)(=O)c1cc(F)ccc1OC,-13,-6,10,1
CCOc1ccccc1C1C(C(N)=O)=C(C)Nc2nc(-c3ccc(OC)cc3)nn21 (centres undefined),-19,0,5,0.95
Cc1ccc(S(=O)(=O)N2CCN(S(C)(=O)=O)C2)cc1,11,-3,1,1.1
CCn1c(SCC(=O)Nc2nnc(C)s2)nnc1-c1ccncc1,-15,5,10,1
CC(C)(C)NC(=O)NC(=O)COc1ccccc1C#N,?,?,11,4*
O=C(CSc1nc2ccccc2c(=O)[nH]1)N1CCOCC1,26,5,10,1.1
CC(C)C(=O)Nc1ccc(C(=O)NCc2cccnc2)cc1,-12,-2,7,1.1
Cc1ccc(C(=O)Nc2ccc3c(c2)OCO3)cc1S(=O)(=O)N1CCCC1,-6,-6,8,1

# The final 2 entries of the section before come first, to join the parts.
SMILES,VLA-4 antagonist,VLA-4 allo ag,LNCaP diff act,Autofluor Jurkat
CC(C)C(=O)Nc1ccc(C(=O)NCc2cccnc2)cc1,-12,-2,7,1.1
Cc1ccc(C(=O)Nc2ccc3c(c2)OCO3)cc1S(=O)(=O)N1CCCC1,-6,-6,8,1
O=C(CSc1nc2ccccc2s1)N1CCN(C(=O)c2ccco2)CC1,-23,1,4,1.1
CCOC(=O)C1=C(C)Nc2nc(C)nn2C1c1cc(OC)ccc1OC (centres undefined),-24,4,7,0.76
Cc1nc2c3c(-c4ccccc4)nc(N4CCOCC4)nc3nn2c(C)c1CCC(=O)O,-3,-2,4,1.2
Cc1cc(NC(=O)CSc2nnc(-c3ccc(Cl)s3)o2)no1,-4,-2,2,1.1
CN(C)/C=c1\sc2c(C#N)cc(C(=O)c3ccc(Br)cc3)n2c1=O,4,-2,13,1.2
CCN1C(=O)CSc2ccc(C(=O)NCCCN3CCOCC3)cc21,11,-2,5,1
Cc1cc(N2CCN(C)CC2)nc2ccc(NC(=O)CCC(=O)NCc3ccco3)cc12,-13,-7,10,1
COc1ccc(N2CCN(C(=O)CNC(=O)Cn3c(C)cc4ccccc4c3=O)CC2)cc1,0,3,1,1
Cc1cccc(-c2nc(CS(=O)CC(=O)NCCCSC3CCCCC3)c(C)o2)c1 (centres undefined),8,-10,5,1.1
COc1ccc(CCNC(=O)C2CC(=O)N(c3ccccc3)C2)cc1OC (centres undefined),-16,3,2,0.9
COc1ccccc1NC(=O)c1ccc(NC(=O)CSc2nnnn2C)cc1,-5,-1,4,1
CC(C)c1c(C#N)c(N)nc(SCC(=O)c2cc3ccccc3oc2=O)c1C#N,?,?,10,1.3
CCOc1ccc(N2C(=O)CC(N3CC(C)OC(C)C3)C2=O)cc1 (centres undefined),-12,0,3,0.98
CCOc1ccccc1C(=O)Nc1cc(=O)n(C)c(=O)n1C,-22,4,10,1.1
COc1ccc(S(=O)(=O)n2nc(OC(=O)c3ccccc3Br)cc2N)cc1,1,3,2,0.9
CC(=O)OC(C(=O)NC1CCCCC1)c1ccncc1 (centres undefined),-15,-7,12,1
COc1ccc(CNC(=O)c2cc(C3CC3)on2)cc1,6,2,11,1
Cn1c(Cc2ccccc2)nnc1SCC(=O)c1ccc(Br)s1,-8,6,16,1.1
CCOC(=O)C1CCN(C(=O)c2sc3nc(-c4ccc(F)cc4)cn3c2C)CC1,14,-1,10,1.2
O=C(NCc1ccccn1)c1nnc(Cc2ccc(Cl)cc2)o1,-22,0,19,0.79
Cc1ccc(CNC(=O)CN(C)S(=O)(=O)c2cccc3cccnc23)cc1,-5,2,10,1.1
CCOCCc1nnc(NC(=O)c2ccc(OC)c(OC)c2)s1,-10,1,11,1.1
CN(c1ccccc1)S(=O)(=O)c1cc(C(=O)N2CCN(c3ccccn3)CC2)ccc1Cl,-11,3,24,1.1
Cc1nn(Cc2ccc(C(=O)NC3CCCCC3)o2)c(C)c1Br,-3,0,2,1.1
CC(=O)Nc1sc2c(c1CN1CCN(c3ccccn3)CC1)CCCC2,4,0,10,1.1
COC(=O)C1=C(C(=O)c2ccc(C)cc2)C(c2ccc(O)c(OC)c2)n2nnnc2N1 (centres undefined),?,?,0,1.1
CCSc1nnc(NC(=O)CSc2nnc(Cc3cccn3C)n2-c2ccc(C)cc2)s1,-13,0,5,1.2
Cn1cc(Cl)c(C(=O)N(Cc2ccccc2)c2ccccn2)n1,-3,-1,3,1
CC1CCCCC1NC(=O)c1ccc(CNc2c(N3CCCC3)c(=O)c2=O)cc1 (centres undefined),-11,7,0,0.94
CC1CCCCN1C(=O)CSc1nnc(-c2ccc(Cl)s2)o1 (centres undefined),8,-7,10,1.1
CC(CCc1ccccc1)NC(=O)CN1CCOc2ccccc21 (centres undefined),-1,0,11,1.1
O=C(CCc1nc(-c2ccccc2F)no1)Nc1ccc(Oc2ccccc2)cc1,0,-5,12,1
COc1ccccc1NC(=O)C1CCCCN1S(=O)(=O)c1ccc(F)cc1 (centres undefined),-19,3,10,0.98
CCOC(=O)C1=C(C)Nc2nc(SCc3cccnc3)nn2C1c1ccc(OC)cc1 (centres undefined),-8,-1,13,1
Cc1cc(C(=O)Nc2ccccc2C(F)(F)F)no1,-7,?,1,0.9
CCSc1ccccc1C(=O)NCc1ccc(S(N)(=O)=O)cc1,-31,4,5,1
COC(=O)Cn1cnc2c(nnn2Cc2ccc(Cl)cc2)c1=O,-12,-3,5,1.1
Cc1c(C(=O)Nc2ccc(F)cc2)oc2ccc(S(=O)(=O)N3CCC4(CC3)OCCO4)cc12,3,-5,9,1.2
CCN(CC)S(=O)(=O)c1ccc2c(c1)c(=O)c(C(=O)NCCCN(C)c1ccccc1)cn2C,17,-6,3,1
CCCCOC(=O)c1ccc(NC(=O)c2ocnc2C)cc1,15,-8,8,1
COc1cccc(C(=O)N(c2ccc(OC)cc2OC)C2C=CS(=O)(=O)C2)c1 (centres undefined),9,1,10,1.1
COc1ccccc1CCNC(=O)c1cnn2c(C(F)F)cc(C)nc12,?,?,9,1.4
Cn1c(=O)cc(OCCCC(=O)Nc2cccnc2)c2ccccc21,8,2,3,1.1
Cc1ccc(NC(=O)c2cc(S(=O)(=O)N3CCC4(CC3)OCCO4)ccc2F)cc1,-8,0,8,1.2
COc1ccc(C(=O)Nc2ccc(Cl)c(Cl)c2)c(OC)n1,3,2,12,1
